From PubChem BioAssay
KCNH2 WT inh: inhibitors of human wildtype KCNH2 potassium channel | activity change, % at 1.84 µM | Q12809 | 0.37% of 340,000 active | U2OS, BacMam KCNH2, thallium flux FluxOr; active compounds read low;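 active = maximum activity change below -70%; inconclusive = maximum activity change between -70% and -50%; inactive = maximum activity change above -50%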; note: % is set by controls: 0 for no effect and ±100 for the full control effect
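U2OS cells were transduced with wild-type KCNH2 virus (2.03 x 10^8 / mL) for 4 h at room temperature, then cultured overnight at 37 C. Thallium flux was read with FluxOr dye. Rate constants were normalized to DMSO controls.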
AT treatment: candidate therapy for ataxia-telangiectasia. […] A-T fibroblasts, KAP-1 phosphorylation AlphaLISA; neocarzinostatin DNA damage 30 min before lysis. Potency, µM (titrated, usually from 57.5 µM), for inactives: top-dose activation, actives largely listed as activators. 0.19% of 320,000 active; note: potency is the fitted concentration of half-maximal effect; % of control where 0% means no effect; nearly all actives have a fitted effect of over 45% in size
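ATM-like activity read as KAP-1 phosphorylation via AlphaLISA donor/acceptor antibody pairs after lysis and 6 hr at 25C. Cells were ATM-null patient fibroblasts ([…], hTERT), dosed 60 min, then exposed to the DSB inducer NCS for 30 min.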
TCR activator: activators of T cell receptors | primary human leukocytes, anti-CD3, IL-2 HTRF, 48 h | Potency, µM (doses to about 9.22 µM), inactives show top-dose activation of IL-2 secretion, hits mostly activators | AID 504894 | 330,000 tested, under 10 active; note: % of control where 0% means no effect
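48 hr co-incubation of compounds, a-CD3 beads and primary human leukocytes; IL-2 quantified homogeneously by HTRF with anti-IL-2 K and d2 conjugates.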
Mito fusion act: inhibitors of mitochondrial division or activators of mitochondrial fusion; S. cerevisiae fusion-defective mutant growth rescue, CellTiterGlo 48 h; Potency, µM (titrated, usually from 46.1 µM), for the others: top-dose growth rescue (activation), usual class: activators; 0.23% of 320,000 active; AID 485298;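 note: potency is the fitted concentration of half-maximal effect; % of control where 0% means no effect; nearly all actives have a fitted effect of over 45% in size; temperature-sensitive fusion mutants such as fzo1-1 at 37 °C on non-fermentable ethanol glycerol medium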
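Read-out: ATP-based luminescence (CellTiterGlo, 10 min ambient) reporting growth of fusion-defective ts yeast after 48 hours at 37C on glycerol/ethanol YPEG medium in the presence of compound.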
TRPV1 ag: activates the human vanilloid receptor TRPV1 | AID 540275 | Q8NER1 | TRPV1-expressing cells, Fluo-8 calcium influx, agonist mode | activation, % at 8.33 µM | 0.19% of 320,000 active; in the data active = activation above about 80%; inconclusive = between about 30% and that limit; note: 0% is about no effect
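Fluo-8 calcium influx in TRPV1-expressing cells, kinetic read (ex 480/em 520 nm). Compound added and read 3 min for agonist activity, followed by capsaicin at EC20 final and 2 min further read for enhancement.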
USP2a block: blocks human ubiquitin-specific protease USP2a. USP2 core, Ub-CHOP2 coupled fluorogenic reporter, 485/531. Potency, µM (highest dose often 38.3 µM), for inactives: top-dose activity change, negative = inhibition, usual class: inhibitors. 0.01% of 330,000 active. AID 463254;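 note: potency is the fitted concentration of half-maximal effect; plate controls were DMSO wells for no effect and full inhibition by NEM control for full effect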
Target sequence (O75604 whole entry, looked up): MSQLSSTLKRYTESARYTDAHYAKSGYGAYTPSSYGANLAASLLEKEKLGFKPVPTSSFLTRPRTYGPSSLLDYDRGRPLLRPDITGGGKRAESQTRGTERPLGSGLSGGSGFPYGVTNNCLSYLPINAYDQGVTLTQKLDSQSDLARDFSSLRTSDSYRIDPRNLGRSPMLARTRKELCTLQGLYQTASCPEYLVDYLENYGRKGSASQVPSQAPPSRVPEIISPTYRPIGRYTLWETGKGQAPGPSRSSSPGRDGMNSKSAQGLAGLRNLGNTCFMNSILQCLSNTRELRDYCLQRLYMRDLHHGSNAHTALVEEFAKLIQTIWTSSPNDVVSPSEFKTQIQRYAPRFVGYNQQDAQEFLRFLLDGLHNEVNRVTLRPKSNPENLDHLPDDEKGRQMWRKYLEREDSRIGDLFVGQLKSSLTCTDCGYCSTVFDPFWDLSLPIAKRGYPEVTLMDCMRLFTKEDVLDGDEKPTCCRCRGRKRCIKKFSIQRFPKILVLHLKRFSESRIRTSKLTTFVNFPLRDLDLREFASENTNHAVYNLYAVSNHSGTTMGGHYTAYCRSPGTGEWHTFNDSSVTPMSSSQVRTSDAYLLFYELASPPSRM
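Deubiquitinase activity read as fluorescence (485/531 nm) after Ub-CHOP2 cleavage activates the enterokinase reporter on its substrate; USP2 core 10nM, Ub-CHOP2 and substrate 25nM each, 30min compound preincubation then 60min RT; data normalized to NEM, curves fitted.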
TSHR antag: human thyrotropin receptor antagonism; activity change, negative = inhibition, % at 11.5 µM; TSHR-expressing cells, TSH-stimulated cAMP HTRF, 2 h; active compounds read low; 0.2% of 330,000 active; AID 504810; P16473;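 active = activity change below a set negative limit, meaning inhibition stronger than a set level, cut at about -70% in these data; inconclusive = activity change between two set negative limits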; note: % is set by controls: 0 for no effect and ±100 for the full control effect
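Read-out is FRET at 665 nm (cryptate excitation 337 nm) from a cryptate-tagged anti-cAMP antibody, competed by cell cAMP against cAMP-d2. Compounds are tested on freshly harvested TSHR cells challenged with 4nM TSH (EC80) for 2 hours at 37 deg C.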
KCNH2 3.1 inh: blocks the human KCNH2 3.1 channel isoform; U2OS KCNH2 3.1, thallium flux FluxOr; active compounds read low; activity change, % (tested at about 1.8 µM); 0.95% of 340,000 active;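 active = maximum activity change below -70%; inconclusive = maximum activity change from -70% to -50%; inactive = maximum activity change above -50%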;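 note: thallium influx rate constant from kinetic fluorescence after stimulation buffer; % is set by controls: 0 for no effect and ±100 for the full control effect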
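Thallium flux read-out: FluxOr dye with Red40 quencher in HBSS/HEPES, 45 min at RT. Rate constants from kinetic reads were normalized to positive and negative DMSO controls. Cells: U2OS virally expressing the 3.1 isoform.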
ELG1 repair inh: blocks ELG1-dependent DNA repair in HEK293T cells | HEK293T ELG1-luciferase reporter, luminescence, 16 h; DNA damage induced by 5-fluorouridine | Potency, µM (highest dose often 46.1 µM), inactives show at the highest dose activity change, negative = inhibition, hits mostly inhibitors | 2.3% of 330,000 active; note: potency is the fitted concentration of half-maximal effect; % is set by controls: 0 for no effect and ±100 for the full control effect; nearly all actives have a fitted effect of over 55% in size
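Quantitative HTS, concentration-response format. 2,000 cells/well co-treated with 5-fluorouridine and compound, 16 hr in 5% CO2 at 37 °C; ONE-Glo luminescence read after 30 min.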
Eya2 inh: Eya2 (human) phosphatase inhibition; Potency, µM (top dose mostly 76.9 µM), for the others: top-dose activity, negative = inhibition, actives largely listed as inhibitors; recombinant Eya2, OMFP fluorescence dephosphorylation (OMFP is methylfluorescein phosphate); AID 488837; 0.006% of 330,000 active; O00167; note: potency is the fitted concentration of half-maximal effect; % is set by controls: 0 for no effect and ±100 for the full control effect
Target sequence (O00167 whole entry, looked up): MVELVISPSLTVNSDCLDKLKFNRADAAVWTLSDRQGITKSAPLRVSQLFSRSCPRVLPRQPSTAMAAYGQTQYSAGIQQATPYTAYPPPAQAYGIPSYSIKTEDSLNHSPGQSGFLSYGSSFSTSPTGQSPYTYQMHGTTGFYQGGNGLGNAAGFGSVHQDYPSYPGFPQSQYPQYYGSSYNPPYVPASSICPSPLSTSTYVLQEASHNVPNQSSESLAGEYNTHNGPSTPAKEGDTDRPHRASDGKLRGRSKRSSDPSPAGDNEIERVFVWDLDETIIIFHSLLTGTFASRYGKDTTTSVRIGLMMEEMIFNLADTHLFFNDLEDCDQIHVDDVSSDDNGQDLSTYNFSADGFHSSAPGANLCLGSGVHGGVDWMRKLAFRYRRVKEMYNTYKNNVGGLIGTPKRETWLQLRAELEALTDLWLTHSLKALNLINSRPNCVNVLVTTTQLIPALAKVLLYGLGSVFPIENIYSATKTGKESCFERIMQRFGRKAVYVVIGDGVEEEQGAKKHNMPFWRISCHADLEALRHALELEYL
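Eya2 protein (added as 0.2 uM solution) was preincubated with compound for 10 min at ambient temperature in 50 mM HEPES pH 7.5, 50 mM NaCl, 5 uM MgCl2, 0.05% BSA, 1 mM DTT. OMFP (added at 50 uM) then reacted 10 min; fluorescence read at 485/525 nm.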
The depositor's hits bear a star; ? = inconclusive; / = no result given; [ ] = dose if it differs, or a comment. Unless noted, calls come from the whole dose curve; as a rule, active = well fitted curve in the direction sought with a large enough effect; inconclusive = small, poorly fitted or top-dose-only effect, or another doubt; inactive = no such curve, though single readings can be large; an effect the other way counts as inactive or inconclusive. The list is partial; the hit share may differ from the screen's.

Order of values – KCNH2 WT inh | AT treatment | TCR activator | Mito fusion act | TRPV1 ag | USP2a block | TSHR antag | KCNH2 3.1 inh | ELG1 repair inh | Eya2 inh
COc1cc(NC(=O)CCc2nnc3ccc(NCc4ccco4)nn23)cc(OC)c1
  1 | 8% | -2% | -3% | -2 | 3% | 12 | 2 | -3% | -8%
COCCn1cnc2c1c(=O)n(CC(=O)OCC(=O)NCC(F)(F)F)c(=O)n2Cc1ccccc1
  8 | 2% | -4%[46.1 µM] | -5% | 1 | 5% | -4 | 17 | 24% | -2%
Cc1cc(C)cc(NC(=O)COC(=O)COc2cccc3c2OC(C)(C)C3)c1
  -6 | 17% | 0% | 4% | 0 | -1% | -5 | -1 | 0% | -16%
COC(=O)c1ccccc1NC(=O)c1cnn2c(C)cc(C)nc12
  -4 | 1% | -3% | 6% | 10 | 7% | 10 | 13 | ? | -1%
O=C(CNC(=O)/C(=C\c1ccc(Br)cc1)NC(=O)c1ccccc1)OCc1ccccc1
  -11 | -8% | 6%[46.1 µM] | -3% | 9 | 4% | 13 | -43 | -3% | -12%
Cc1ccc(C(=O)NN2C(=O)C3C4C=CC(C5CC45)C3C2=O)cc1 (centres undefined)
  0 | 3% | 3% | 0% | 6 | 3% | -1 | 2 | 27% | -17%
CCOc1ccc(N2C(=O)C3ON(c4ccccc4)C(c4ccco4)C3C2=O)cc1 (centres undefined)
  4 | -2% | -33% | 0% | 3 | 0% | 3 | 12 | 14% | 1%
COC(=O)Nc1nnc(Cc2ccc(Cl)cc2)s1
  8 | -1% | 4% | -2% | -3 | -1% | 2 | 15 | 5% | -12%
C=CCn1cn[nH]c1=S
  1 | -4% | -2% | -11% | -1 | 1% | 14 | -13 | 2% | 2%
CCOc1ccc(C(C)NC(=O)c2cccc(F)c2)cc1 (centres undefined)
  -8 | 2% | -3%[46.1 µM] | -1% | 17 | 4% | 5 | -3 | 12% | 0%
O=C(NC(Cc1ccccc1)C(=O)NC(Cc1ccccc1)C(=O)O)c1ccccc1 (centres undefined)
  0 | 3% | 0% | 1% | -5 | -1% | -4 | 2 | 6% | -4%
CC(=O)COc1ccc2c(C)c(-c3ccccc3)c(=O)oc2c1
  -2 | 4% | 0% | 0% | -1 | 13% | -18 | -3 | ? | 6%
CCNc1ccc(N=Nc2c(C)n(C)n(-c3ccccc3)c2=O)cc1
  -4 | -5% | 2% | 6% | -2 | 0% | 9 | -16 | ? | -18%
Cn1cc(S(=O)(=O)N2CCCC2)cc1C(=O)NCc1ccc(Cl)cc1
  -4 | 2% | -3% | 0% | -3 | -1% | 7 | -15 | -24% | 9%
Cc1cccc(NC(=O)CSc2nnc([C@@H](N)Cc3ccccc3)o2)c1C
  -3 | -2% | 3% | 4% | 0 | -1% | -2 | -9 | 0% | 17%
CC(CCc1ccccc1)NC(=O)CNC(=O)c1ccccc1Br (centres undefined)
  13 | 8% | -9% | -2% | 3 | -1% | -6 | -21 | -19% | -5%
CC1CCN(C2=NN3C(=N)/C(=C\c4ccc(OC(=O)c5ccco5)cc4)C(=O)N=C3S2)CC1
  4 | 1% | 3% | -4% | -2 | 2% | -19 | -12 | ? | 9%
Cc1cc(C)c(S(=O)(=O)N(CC(=O)NCc2cccnc2)C2CCCCC2)c(C)c1
  3 | 1% | / | 11% | 4 | -4% | -6 | -4 | -20% | 2%
CCC(C)C(NC(=O)c1ccccc1NC(=O)c1ccco1)C(=O)NC1CCCCC1 (centres undefined)
  21 | -2% | -4% | 5% | 8 | -1% | -3 | -21 | ? | -3%
COc1ccc(Nc2ncnc3sc(-c4ccccc4)cc23)c(OC)c1
  0 | 29% | 5% | 8% | 15 | 3% | -13 | 14 | -10% | 2%
O=C(O)C1=C[C@H](c2coc3ccccc3c2=O)C[C@H](OCc2ccc(CO)cc2)O1
  -23 | -12% | -1% | 1% | 2 | -1% | -1 | -11 | 17% | -15%
O=C(c1cnc(Cl)c(Cl)c1)N1CCN(S(=O)(=O)c2ccc3ccccc3c2)CC1
  33 | -7% | 11% | 6% | -6 | 3% | -3 | -23 | 1% | -11%
COCCNC(=O)C1CC(c2cccc(OC)c2)=NO1 (centres undefined)
  -1 | 7% | -2% | -2% | -2 | 1% | -1 | 4 | 9% | 6%
CCN(CC)c1ccc(NC(=O)COc2ccccc2C)cc1S(=O)(=O)Nc1ccccc1OC
  0 | 6% | -1%[46.1 µM] | -3% | 0 | 2% | -10 | -16 | 2% | 0%
CSCCC(NS(=O)(=O)c1ccc2c(c1)OCCO2)C(=O)N(C)Cc1ccccc1F (centres undefined)
  -35 | 0% | / | -3% | 15 | 1% | -13 | 8 | 16µM* | -10%
Cc1cc(C(F)(F)F)nn1CC(=O)N1CCCCC1C (centres undefined)
  -1 | 6% | -3% | 0% | -1 | 1% | 1 | 0 | 6% | -5%
CNC(=O)c1ccc(-c2ccc(F)cc2)s1
  -3 | / | 4% | 4% | ? | 4% | -4 | 3 | ? | 3%
NS(=O)(=O)c1ccc(NC(=S)NCc2ccc3c(c2)OCO3)cc1
  0 | -1% | 7% | -4% | ? | 0% | 20 | -7 | -11% | 4%
CCN1CCN(C(=O)c2cccc(OC3CCN(S(C)(=O)=O)CC3)c2)[C@@H](C)C1=O
  -1 | 9% | -2% | 0% | -1 | 0% | 10 | 6 | 1% | 10%
CCOC(=O)C1CCCN(Cc2nc(CC3CC3)no2)C1 (centres undefined)
  0 | 7% | -1% | -1% | 10 | -1% | -21 | 26 | -3% | 3%

In a second layout: entries from further up
> COCCNC(=O)C1CC(c2cccc(OC)c2)=NO1 (centres undefined)
  KCNH2 WT inh: -1
  AT treatment: 7%
  TCR activator: -2%
  Mito fusion act: -2%
  TRPV1 ag: -2
  USP2a block: 1%
  TSHR antag: -1
  KCNH2 3.1 inh: 4
  ELG1 repair inh: 9%
  Eya2 inh: 6%

> CCN(CC)c1ccc(NC(=O)COc2ccccc2C)cc1S(=O)(=O)Nc1ccccc1OC
  KCNH2 WT inh: 0
  AT treatment: 6%
  TCR activator: -1%[46.1 µM]
  Mito fusion act: -3%
  TRPV1 ag: 0
  USP2a block: 2%
  TSHR antag: -10
  KCNH2 3.1 inh: -16
  ELG1 repair inh: 2%
  Eya2 inh: 0%

Carrying on:
Order of values – KCNH2 WT inh | AT treatment | TCR activator | Mito fusion act | TRPV1 ag | USP2a block | TSHR antag | KCNH2 3.1 inh | ELG1 repair inh | Eya2 inh
Cc1cc(=O)oc2cc(NC(=O)c3cccc(Br)c3)ccc12
  11 | -2% | / | 2% | 0 | -1% | -7 | 9 | ? | -23%
CCn1c(C)nc2cc(C(=O)n3cc(C(=O)c4ccccc4O)cn3)ccc21
  / | 2% | / | -4% | -1 | 5% | -4 | / | 4% | -4%
CCOC(=O)C1=C(C)NC(=O)NC1c1c(OC)ccc2ccccc12 (centres undefined)
  -8 | -2% | -7% | 2% | 4 | 1% | 5 | -13 | -2% | ?
COc1ccccc1Sc1nc(-c2ccccc2)ncc1OC
  3 | 8% | -5% | -1% | 1 | 7% | -14 | 15 | -20% | 8%
CC(C)CC(C(=O)NC1CCCCC1)N(Cc1ccccc1)C(=O)c1snc(C(N)=O)c1N (centres undefined)
  -10 | -2% | -4% | 16% | 12 | 4% | -4 | -8 | -9% | 9%
Cc1ccc(NC(=O)C(=O)NCCN2CCN(S(C)(=O)=O)CC2)cc1
  2 | 6% | -5% | -1% | 1 | 2% | 6 | ? | -13% | 6%
Cc1ccc(NCc2ccccc2OCc2ccccc2F)cc1
  3 | 15% | 3% | 9% | -7 | -10% | 10 | -5 | 1% | -2%
COc1ccc(NC(=O)c2ccc3ccccc3c2)cc1
  -9 | -1% | -3% | -1% | ? | -1% | -4 | 0 | ? | -3%
CCCNCc1cc(Cl)c(OCC)c(Cl)c1
  -7 | 2% | 3%[46.1 µM] | -1% | 3 | 3% | -2 | 1 | 1% | -2%
CSc1ccccc1NC(=O)C1=CC(c2cccs2)=NS(=O)(=O)N1C
  -11 | -4% | 2% | 5% | -1 | 2% | 24 | 10 | 2% | -26%
Cc1ccc2nc(Cl)c(CNCc3ccccc3)cc2c1
  / | -1% | -2% | 1% | -2 | 1% | -14 | -4 | 0% | -7%
COc1ccc(NC(=O)CSc2nc(N)c3cc4c(nc3n2)CCCC4)cc1
  -8 | -3% | -7%[46.1 µM] | -6% | -3 | 0% | -4 | 5 | 15% | -3%
Cc1cc(OC(C)C(=O)NC2CC(C)(C)NC(C)(C)C2)c2c(C)cc(=O)oc2c1 (centres undefined)
  -3 | -10% | -2% | 3% | 0 | 6% | 4 | 33 | ? | -8%
CNC(=S)NC12CC3CC(CC(C3)C1)C2
  -2 | -3% | -14% | -6% | 0 | 4% | -4 | 22 | 0% | 1%
COc1cccc(OCc2cc(C(=O)N3CCC(C(O)C(C)C)CC3)no2)c1 (centres undefined)
  -11 | 35% | -8% | 9% | ? | 1% | 20 | 3 | 1% | 5%
O=C(CSc1ncn(-c2ccccc2)n1)N1CCN(c2ccccc2)CC1
  2 | -4% | 4% | 0% | 18 | 2% | 5 | 11 | ? | 14%
